Source: PubChem BioAssay (several laboratories)
TbMetRS inhib = blocks T. brucei methionyl-tRNA synthetase activity; purified T. brucei MetRS, ATP depletion, Kinase-Glo luminescence; inhibition, % at 11.9 µM; 360,000 tested, 0.4% active; AID 624268;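 active = inhibition above a per-plate cutoff of the control wells' mean inhibition plus 3 SD, cut at about 5.5% in these data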;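 also: 0% = DMSO wells median and 100% = median of wells with control inhibitor compound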
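System: purified T. brucei MetRS enzyme / Detection: Kinase-Glo luciferase luminescence reporting remaining unconsumed ATP / Medium: HEPES buffer with MgCl2, KCl, DTT, spermine, BSA, pyrophosphatase / Replication: singlicate, one well per compound / Evaluation: percent inhibition relative to median high and low control wells / Schedule: 2 h aminoacylation at 25 °C after 15 min preincubation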
MsrA inhibitor = inhibits bovine methionine sulfoxide reductase A; purified bovine MsrA, absorbance read-out; inhibition, % at 15.5 µM; 360,000 tested, 0.75% active; AID 651718; in the data active = inhibition above about 4.5%;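 also: 0% = vehicle wells with enzyme and 100% = reference inhibitor wells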
Rpn11 inh = Rpn11 (human) deubiquitinase inhibition. calls only at 20 µM. AID 588493. human 26S proteasome, Ub4-pepOG fluorescence polarization; 20S core pre-blocked with epoxomicin. 360,000 tested, 0.59% active. O00487;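 active = inhibition at 20 µM, scaled to each plate's controls, above about 33%, limit read from the data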
Target sequence (O00487 whole entry, looked up): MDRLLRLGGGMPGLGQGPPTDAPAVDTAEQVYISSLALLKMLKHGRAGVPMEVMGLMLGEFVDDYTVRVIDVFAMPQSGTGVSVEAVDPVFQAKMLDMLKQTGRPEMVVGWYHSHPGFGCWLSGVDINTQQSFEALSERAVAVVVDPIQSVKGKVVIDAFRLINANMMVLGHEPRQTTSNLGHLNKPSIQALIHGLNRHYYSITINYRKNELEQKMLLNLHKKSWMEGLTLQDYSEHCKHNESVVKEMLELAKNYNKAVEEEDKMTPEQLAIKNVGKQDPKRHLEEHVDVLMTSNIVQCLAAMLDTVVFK
LMPTP block = LMPTP (human) inhibition; P24666; recombinant LMPTP-A, OMFP fluorogenic substrate, fluorescence intensity; inhibition, % at 20 µM; 360,000 tested, 0.22% active; AID 651560;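 active = compounds that cut the enzyme signal by at least half of the control window in the single-dose screen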;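 also: plate controls were DMSO wells with enzyme plus substrate for no effect and substrate without enzyme for full effect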
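Buffer or medium: Bis-Tris pH 6.0, DTT, detergent; Assay system: LMPTP-A enzyme; Quantity: 0.625 nM enzyme; Detection: endpoint fluorescence intensity; Times: 50 min dark incubation at room temperature; Controls: substrate-only low control, DMSO enzyme-plus-substrate high control; Doses: single 20 µM dose; Read-out: percent inhibition versus substrate-only and uninhibited controls; Reagent: 400 µM OMFP.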
Scp1 inh = inhibitors of human Scp-1 phosphatase. Q9GZU7. inhibition, % at 20 µM. 340,000 tested, 0.88% active. Recombinant Scp1, phosphopeptide, malachite green phosphate absorbance;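 active = inhibition above about 50% at 20 µM, limit read from the data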;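 also: plate controls were DMSO wells with enzyme for no effect and wells lacking enzyme for full effect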
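Incubation: 45 min enzyme reaction at room temperature / System: truncated SCP-1 phosphatase (76-261aa) / Reagent: Phospho 17-mer peptide substrate / Buffer or medium: Acidic Tris acetate buffer with magnesium and detergent / Signal: absorbance at 630 nm / Doses: one concentration, 20 µM, with 1.0% DMSO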
NadD inh = inhibitors of Staphylococcus aureus NadD; purified NadD enzyme, colorimetric absorbance read-out; inhibition, % at 20 µM; 360,000 tested, 0.78% active; AID 602399; in the data active = inhibition above about 26%; also: some compounds past the cut are filed as inactive
SUMO1-SIM PPI = modulators of human SUMO1-mediated protein-protein interactions; AID 602429; 360,000 tested, 0.33% active; SUMO1 binding to a labelled peptide, TR-FRET, 1 h; P63165; inhibition, % at 20 µM; in the data active = inhibition above about 37%
Target sequence (P63165 whole entry, looked up): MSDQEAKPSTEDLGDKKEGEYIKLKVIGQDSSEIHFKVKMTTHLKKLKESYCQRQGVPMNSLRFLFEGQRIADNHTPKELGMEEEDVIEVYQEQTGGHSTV
STEP block = inhibitors of human striatal-enriched phosphatase STEP. inhibition, % at 20 µM. P54829. 360,000 tested, 0.25% active. recombinant STEP, OMFP fluorogenic substrate, fluorescence. AID 588621;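 active = inhibition at 20 µM, scaled per plate between control wells, above about 37%, limit read from the data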;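 also: 0% = DMSO with enzyme and substrate and 100% = substrate only without enzyme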
Target sequence (P54829 whole entry, looked up): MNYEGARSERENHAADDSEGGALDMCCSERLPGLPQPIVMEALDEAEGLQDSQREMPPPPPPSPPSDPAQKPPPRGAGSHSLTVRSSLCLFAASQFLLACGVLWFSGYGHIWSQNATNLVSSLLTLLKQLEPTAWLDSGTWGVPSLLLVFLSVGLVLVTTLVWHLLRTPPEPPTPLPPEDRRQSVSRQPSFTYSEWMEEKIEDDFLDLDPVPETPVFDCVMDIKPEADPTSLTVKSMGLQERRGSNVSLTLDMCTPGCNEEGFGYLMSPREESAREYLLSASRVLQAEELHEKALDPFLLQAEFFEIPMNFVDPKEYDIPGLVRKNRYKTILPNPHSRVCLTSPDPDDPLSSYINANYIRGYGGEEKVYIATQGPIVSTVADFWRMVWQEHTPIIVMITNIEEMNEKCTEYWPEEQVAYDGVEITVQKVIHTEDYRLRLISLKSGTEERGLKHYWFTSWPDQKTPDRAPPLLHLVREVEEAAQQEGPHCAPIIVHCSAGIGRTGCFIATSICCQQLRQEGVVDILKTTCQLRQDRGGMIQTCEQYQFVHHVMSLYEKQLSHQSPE
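Material: STEP (striatal-enriched tyrosine phosphatase) enzyme, cell-free; Compound dosing: 20 µM single dose in 1% DMSO; Technique: fluorescence read at 480 nm ex / 540 nm em; Times: reaction 20 min, ambient temperature; Medium: 50 mM Bis-Tris pH 6.0 with 2.5 mM DTT and 0.005% Tween 20; Also added: OMFP at 25 µM.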
CSN deneddyl inh = CSN deneddylation inhibition | Q92905 | Purified CSN, SCF-Nedd8-OG deneddylation, fluorescence polarization | inhibition, % at 12.5 µM | 360,000 tested, 0.38% active | AID 651999;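 active = pattern-corrected inhibition above about 35%, with an unprinted fluorescence ratio check between 0.5 and 1.5, limit read from the data, passing the limit was not always enough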;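 also: 0% = enzyme with substrate and 100% = substrate without enzyme; some results filed as inactive read as strong as hits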
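assay system = purified human Csn5 enzyme expressed in HEK293T cells | amount = 0.24 nM enzyme | buffer or medium = Tris/NaCl/DTT buffer, pH 7.5 | reagent = 10 nM SCFSkp2-Nedd8OG | compound = one concentration, 12.5 µM, 0.25% DMSO | times = 90 min reaction at room temperature | signal = FP | read-out basis = % inhibition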
DNMT1 block = inhibitors of human DNMT1. AID 588458. inhibition (reported as % activation of signal), % at 10 µM. P26358. 360,000 tested, 0.83% active. DNMT1 molecular beacon, Hinp1I cleavage, fluorescence; in the data active = inhibition above about 50%
* marks the source's active call; other numbers are inactive results; i = inactive; nt = not tested or not shown.

SMILES | TbMetRS inhib | MsrA inhibitor | Rpn11 inh | LMPTP block | Scp1 inh | NadD inh | SUMO1-SIM PPI | STEP block | CSN deneddyl inh | DNMT1 block
Cc1ccccc1C(=O)Nc1ccnc(-c2ccncc2)n1 | -0.4 | 0.4 | i | -1.5 | -10 | -4 | -2 | 2 | 3 | -4
Cc1cc(NC(=O)CSc2nc3ccccc3n2CC(=O)N2CCC(C)CC2)no1 | -0.1 | 1.9 | i | 0.1 | 0 | -3 | 0 | -3 | 2 | 2
Cc1ccc[n+](CC(=O)c2ccc(-c3ccccc3)cc2)c1 | -0.9 | 2.5 | i | -0.9 | -2 | -1 | -2 | -4 | -6 | 1
O=C1c2oc3ccccc3c(=O)c2C(c2cccc(O)c2)N1CCCN1CCOCC1 (configuration not stated) | 0.0 | 0.4 | i | -1.0 | -7 | 0 | 4 | 0 | 2 | 1
CCCc1nnc(NC(=O)CCC(=O)Nc2ccc(Cl)cc2)s1 | -0.7 | -0.5 | i | -1.5 | -5 | 0 | 3 | -1 | -2 | 4
CC(C)CCNC(=O)c1ccc2c(SCC(=O)O)c3c(nc2c1)CCC3 | -0.2 | 1.9 | i | 1.2 | -1 | 4 | -16 | -1 | -2 | -1
Cc1ccc(-c2csc(C3=C(O)CN(NC(=O)c4ccc([N+](=O)[O-])cc4)C3=N)n2)cc1 | -0.9 | 1.6 | i | 14 | 23 | 30* | -1 | 4 | 8 | 36
O=C(O)CN(c1ccccc1)S(=O)(=O)c1cc(C(F)(F)F)cc(C(F)(F)F)c1 | -0.7 | -1.1 | i | -1.4 | -4 | 5 | 0 | 4 | 0 | 4
CC(=O)c1ccc(Nc2ccc([N+](=O)[O-])c3nonc23)cc1 | 1.3 | 7.0* | i | 12 | -5 | -4 | -60 | 5 | 9 | -4
Cn1c(=O)c2c(nc(Sc3nc4ccccc4n3CC(=O)N3CCCCC3)n2C)n(C)c1=O | -0.9 | 1.6 | i | -1.9 | -2 | 0 | -3 | 2 | -4 | 3
Cc1ccc(S(=O)(=O)N2CCOCC2)cc1C(=O)NCc1ccccc1CN1CCCC1 | 0.0 | -0.1 | i | -0.9 | 1 | 1 | 1 | -3 | 1 | 1
O=C1/C(=C\c2cc(Cl)c(O)c(Cl)c2)SC(=S)N1Cc1ccccc1 | -1.5 | 0.2 | nt | -0.3 | 17 | 12 | 37 | -151 | -72 | 59*
CN(C)Cc1ccc(F)cc1Sc1ccc(Cl)cc1Cl | 0.1 | -0.8 | i | -0.8 | -6 | -3 | 1 | -2 | -1 | 13
O=C(NCc1ccccc1C(F)(F)F)C1CC(O)CN1C(=O)Nc1ccccc1 (configuration not stated) | -0.7 | -1.6 | i | -0.8 | 1 | -2 | 3 | -2 | 7 | 3
CCC(=O)Nc1ccc(OCc2nc3ccccc3s2)cc1 | -1.1 | -0.8 | i | -1.2 | -11 | -4 | -2 | 16 | 3 | -9
COc1ccc(C(=O)NCc2nc3ccccc3[nH]2)cc1OC | 1.2 | 0.1 | i | -0.4 | -1 | -5 | 4 | -4 | 2 | 1
O=C(Cn1cc2c(n1)CCCC2)N1CCc2ccccc21 | -0.7 | 1.1 | i | 0.3 | -8 | 0 | 6 | 4 | 1 | -1
COc1ccc(-c2nn(-c3ccccc3)cc2C(=O)n2nnc3ccccc32)cc1 | -0.7 | -0.3 | i | 0.6 | -2 | 1 | 2 | 2 | 0 | -6
O=C1OCc2ccc(NC(=O)c3sccc3Cl)cc21 | -0.2 | 0.6 | i | -0.6 | 41 | -2 | 19 | 4 | 8 | 4
COC(=O)c1cc2c(=O)c3ccccc3oc2nc1C | -0.6 | 0.7 | i | -1.3 | -12 | -8 | -176 | 0 | -1 | 2
O=C(NC1CCCCC1)NC1C2CC3CC(C2)CC1C3 (configuration not stated) | -0.1 | -1.1 | i | 0.0 | -2 | 3 | 4 | 1 | -2 | 1
C=C(C)Cn1c2ccc(NC(=O)NCCc3ccccc3)cc2c(=O)n1C | -0.2 | 3.6 | i | -2.3 | nt | 1 | 4 | 0 | -2 | -2
CC1CCN(C(=O)COC(=O)/C=C/c2ccco2)CC1 | 0.2 | 0.1 | i | 2.2 | 65* | 8 | -12 | 10 | 3 | 38
COc1cccc(C(=O)Nc2ccc(S(=O)(=O)Nc3nccc(C)n3)cc2)c1 | -0.1 | 0.1 | i | -1.2 | -5 | -4 | -1 | -1 | -16 | 1
COc1cc(C(=O)Nc2nc(C)cc(C)n2)cc(OC)c1OC | 0.0 | -1.5 | i | -11 | 0 | -2 | 1 | 0 | -2 | -1
CCOC(=O)C(=Cc1ccc(N(C)C)cc1)C(=O)c1ccccc1 | -0.6 | 0.7 | i | 2.5 | nt | 0 | 5 | 0 | 4 | 2
CCOc1ccc(CCn2c(-c3ccco3)nc3ccccc3c2=O)cc1OCC | -0.9 | 1.8 | i | 0.5 | -13 | 5 | -2 | 3 | -2 | -7
Cc1ccc2oc(C(=O)N(Cc3nccn3C)C(C)C)c(C)c2c1 | -0.1 | -0.4 | i | 0.3 | -6 | -1 | 1 | -3 | 4 | 5
CCOC(=O)/C(=N\Nc1ccc(Br)cc1)N1CC(C)OC(C)C1 (configuration not stated) | 0.1 | nt | i | 3.3 | 3 | 5 | -3 | -1 | 6 | -1
CC(=O)C1CCC2C3CCC4CC(OC(=O)CCC(=O)O)CCC4(C)C3C(=O)CC12C (configuration not stated) | -0.1 | -0.2 | i | 0.3 | 1 | 5 | 23 | -1 | -1 | 2
CCCCc1ccc(NC(=O)OC)cc1 | -0.6 | -1.0 | i | 0.5 | 1 | 1 | -2 | 3 | -1 | -1
CC1CN(CC(=O)Nc2cc(S(=O)(=O)N3CCCC3)ccc2Cl)CC(C)O1 (configuration not stated) | 0.1 | -0.7 | i | -3.2 | -6 | -6 | 5 | 0 | -1 | 0
O=C(NCCC1=CCCCC1)c1cc(S(=O)(=O)N2CCCCC2)ccc1Cl | -0.5 | 0.1 | i | -0.1 | -3 | 0 | -2 | 2 | 2 | 1
COc1ccc(S(=O)(=O)N2CCCC2c2cccs2)cc1 (configuration not stated) | -0.5 | 0.2 | i | -0.8 | -11 | -4 | 3 | -3 | 3 | 3
COC(=O)c1c(NC(NC(C)=O)C(Cl)(Cl)Cl)sc2c1CCCC2 (configuration not stated) | -0.3 | 0.5 | i | 2.7 | -15 | -9 | 6 | -5 | 0 | -8
O=C(Cn1ccc2ccccc2c1=O)NCCC(=O)N1CCN(c2ccccc2)CC1 | -0.4 | -0.1 | i | -0.1 | -1 | 3 | 5 | 1 | -1 | 1
Cn1cc(CCNC(=O)CC2C(=O)NCCN2Cc2cccc(Oc3ccccc3)c2)cn1 (configuration not stated) | -0.3 | 0.3 | i | -0.6 | -1 | 1 | -4 | -1 | -5 | -14
CCc1ccc2c(c1)C(=O)C(=O)N2CCS(=O)(=O)c1ccccc1 | 0.1 | 0.7 | i | 2.1 | -9 | -2 | -42 | -1 | -4 | 4
COCCn1c(SCC(=O)Nc2ccc(C)cc2C)nc2c(oc3ccccc32)c1=O | -0.4 | 0.7 | i | -0.7 | -10 | -6 | 0 | 3 | -12 | 45
CCN(CC)CC(=O)c1c[nH]c2ccccc12 | 1.0 | 1.1 | i | -2.4 | -4 | 4 | -1 | -2 | -1 | -4
O=C(CSc1ccc2nnc(CCNC(=O)c3ccccc3)n2n1)Nc1ccccc1 | -0.5 | 0.2 | i | -0.5 | 5 | -3 | 3 | -1 | 3 | -1
COC(=O)c1cccc(C(=O)N2CCCC(C(=O)c3ccccc3OC)C2)c1 (configuration not stated) | -0.3 | 0.4 | i | -0.3 | -12 | 0 | 0 | 0 | 5 | 0
CCC1CN(C(=O)N2CCC(C(=O)NCc3ccccc3OC)CC2)c2cc(C)ccc2O1 (configuration not stated) | -0.3 | 0.3 | i | 0.7 | -3 | 2 | 1 | -1 | -4 | -2
Nc1nncn1C(=O)c1ccccc1Cl | -1.8 | -0.2 | i | -0.8 | -4 | 2 | -1 | -5 | 3 | 0
CCc1nnc(NS(=O)(=O)c2ccc(NC(=S)NC(=O)/C=C/c3ccc([N+](=O)[O-])cc3)cc2)s1 | 0.0 | 2.7 | i | -1.4 | -5 | 7 | -14 | 2 | -1 | -3
c1ccc2c(C3=NNC(=NC4CCCCC4)SC3)c[nH]c2c1 | 0.1 | 0.9 | i | 2.0 | -2 | 7 | -5 | 2 | 1 | -16
Cc1cccc(OCC(=O)Nc2ccc(N3CCN(S(C)(=O)=O)CC3)cc2)c1 | -0.3 | 0.4 | i | -1.5 | -8 | 10 | -4 | -5 | 10 | 11
CCc1ccc(OCC(=O)NC(NC(=S)Nc2ccccc2OC)C(Cl)(Cl)Cl)cc1 (configuration not stated) | 0.6 | 0.1 | i | 1.6 | -3 | 8 | -1 | 2 | -6 | 8
C/C(=N\O)C(=O)Nc1ccccc1 | -0.7 | 0.9 | i | -0.6 | 1 | -3 | 3 | 0 | 1 | 4
CC(NC(=O)C1CCN(S(=O)(=O)c2cccc3nonc23)CC1)c1ccccc1 (configuration not stated) | -2.4 | -0.2 | i | 0.4 | 14 | 1 | -24 | 0 | 2 | 3
O=C(CNC1CCCCC1)Nc1ccc(S(=O)(=O)N2CCCCC2)cc1 | 0.4 | -0.6 | i | -3.0 | 2 | -3 | -4 | -3 | 6 | 3
